# NR0B1 inh = NR0B1 (DAX1) inhibition. 340,000 compounds, 0.99% hits. AID 504766. HEK293 Gal4-DAX1 luciferase reporter, luminescence. inhibition, % at 6.75 µM. P51843;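 active = inhibition above the mean over all tested compounds plus 3 SD, cut at about 4.2% in these data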;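 also: 0% = DAX1-transfected cells with DMSO and 100% = empty-vector control cells with DMSO; inhibition shows as a rise in luminescence from relieved DAX1 repression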
# Target sequence (P51843 207-470 limits assumed): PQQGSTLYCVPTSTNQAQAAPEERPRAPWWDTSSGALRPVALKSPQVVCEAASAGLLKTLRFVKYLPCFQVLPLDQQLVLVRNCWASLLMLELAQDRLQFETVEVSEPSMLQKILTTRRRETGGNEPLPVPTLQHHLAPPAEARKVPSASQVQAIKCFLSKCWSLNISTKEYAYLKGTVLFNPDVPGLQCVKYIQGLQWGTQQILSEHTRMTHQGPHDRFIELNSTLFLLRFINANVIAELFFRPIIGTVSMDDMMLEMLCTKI
# Starred values were filed as active, the others as inactive. Not all compounds are listed (hit frequency here may not be typical).
SMILES,NR0B1 inh
C#CCOCCOCCOCCNc1nc(N2CCN(C(=O)CCCCCCCCCCNC(=O)[C@@H](CCSC)n3cc(CCO)nn3)CC2)nc(N2CCN(C(=O)CCCCCCCCCCNC(=O)[C@H](CCCN=C(N)N)n3cc(C[C@@H](C)CC)nn3)CC2)n1,1.1
COc1ccc(OC)c(NC(=O)Nc2ccc(Cl)cc2)c1,-1.2
C=CCOc1ccccc1CNc1ccc2c(c1)OCCO2,-1.1
O=C(CC(NS(=O)(=O)c1ccc(Cl)cc1)c1ccco1)NC1CCCC1 (stereo not drawn),-0.5
COc1cccc(OCCSc2nc(N)cc(N)n2)c1,0.4
CC(C)(C)OC(=O)NCc1ccc(NC(=O)c2nc[nH]c2C(=O)NCCNC(=O)c2[nH]cnc2C(=O)Nc2ccc(CNC(=O)OC(C)(C)C)cc2)cc1,-0.3
COCCNC(=O)C(c1ccc(Cl)cc1)N(C(=O)Cn1nnc2ccccc21)c1cccnc1 (stereo not drawn),0.0
Cc1cc(OCC(=O)NC2CC2)c2c(C)cc(=O)oc2c1,1.0
COc1ccc(S(=O)(=O)N2CCCC(C(=O)N3CCCCCC3)C2)cc1 (stereo not drawn),-0.9
O=C(O)c1cc(Cl)c2c(c1)[C@@H]1C=CC[C@@H]1[C@H](c1ccc(S(=O)(=O)N3CCOCC3)cc1)N2,1.1
Nc1ncnc2c1ncn2C1C=C(CO)C(O)C1O (stereo not drawn),7.6*
CC(=O)n1cc(C(C[N+](=O)[O-])SCCN)c2ccccc21 (stereo not drawn),0.9
NC(=O)C1CCN(CC(O)CSc2ccc(F)cc2)CC1 (stereo not drawn),1.6
Cc1cc(C)c(C)c(S(=O)(=O)N2CCN(c3ncnc4sc(C)c(C)c34)CC2)c1C,1.4
O=C(NCCOC(=O)c1ccc(Cl)c(S(=O)(=O)N2CCCCC2)c1)c1ccncc1,-0.5
COc1cc(NS(=O)(=O)c2ccc(-n3cccn3)cc2)cc(OC)c1,-1.3
CCCN(CCC)CCNC(=O)C(NS(=O)(=O)c1ccc2c(c1)CCC(=O)N2)c1ccccc1 (stereo not drawn),1.1
CCOC(=O)N1CCC(NC(=O)CSCc2nc(-c3sccc3C)oc2C)CC1,0.1
COCCCn1c(C)nc2c(c1=O)c1nc3ccccc3nc1n2CCc1ccccc1,0.6
Cc1ccc(S(=O)(=O)Nc2c(NC3CCCCC3)c3ccccc3oc2=O)c(C)c1,0.4
CCC(NC(=S)NC1CCCCC1)c1ccc(C)cc1 (stereo not drawn),0.0
C=CCc1c(NCCO)nc(C)[nH]c1=O,2.0
N#Cc1nnn(-c2ccc(Cl)cc2)c1N,0.3
CCc1cc2c(=O)nc3n(c2s1)Cc1ccccc1/C3=C(/O)c1cccc([N+](=O)[O-])c1,1.1
COc1ccc(NC(=O)CN(C)C(=O)c2cc3c(s2)CCC3)cc1,-0.3

# The listing continues.
SMILES,NR0B1 inh
CCOC(=O)CCS(=O)(=O)c1nc(-c2ccccc2)cc(C(F)(F)F)n1,-3.7
COc1ccccc1-c1sc2ccccc2c1-c1ccc(C(C)=O)cc1,0.7
COc1ccc(Cc2nnc(NC(=O)Cc3cccs3)s2)cc1,-0.6
O=C(Cn1cnc2ccccc21)Nc1cccc(S(=O)(=O)N2CCCC2)c1,-2.4
COc1cc(CNc2ccc(O)cc2)cc(Br)c1OCc1ccccc1F,-1.8
Cc1cccc(NC(=S)N/N=C/c2cccc([N+](=O)[O-])c2)c1,0.3
C[C@@H]1CN([C@H](C)CO)C(=O)c2cc(NC(=O)Nc3ccc(F)cc3)ccc2O[C@H]1CN(C)C(=O)Nc1ccc(C(F)(F)F)cc1,-0.6
Cc1ccc(Nc2nc(N)nc(-c3oc4ccccc4c3C)n2)cc1,1.4
CN1CCc2cccc3c2[C@@H]1Cc1ccc(O)c(O)c1-3,0.6
COc1cc2cc(C(c3nnnn3C3CCCCC3)N(C)C3CCCCC3)c(=O)[nH]c2cc1OC (stereo not drawn),1.6
Cc1cc(-c2ccccc2)c2c3c(c(-c4ccccc4)n2n1)c(=O)n(C)c(=O)n3C,0.7
CC(=O)Nc1ccc(NC(=O)CCCc2ccccc2)cc1,-0.8
CS(=O)(=O)c1ncc(Cl)c(C(=O)Nc2ccc(OC(F)F)cc2)n1,-1.9
Nn1cnnc1SCC(=O)Nc1ccc2c(c1)OCO2,-0.1
CCCCS(=O)(=O)/C=C\C=C/S(=O)(=O)CCCC,-3.6
COc1ccc(CCNc2nc(C)c(C(C)=O)s2)cc1OC,0.1
O=c1c(O[C@@H]2O[C@H](CO)[C@@H](O)[C@H](O)[C@H]2O)c(-c2ccc(O)cc2)oc2cc(O)cc(O)c12,1.6
COc1ccc(N2CCN(C(=O)CCN3C(=O)c4ccccc4S3(=O)=O)CC2)cc1,0.4
CCOC(=O)N1CCc2c(sc3c2C(=O)NC(c2ccccc2)N3)C1 (stereo not drawn),-0.3
Cc1nnc(N2CCCC(C(=O)Nc3cc(F)ccc3F)C2)c2nn(-c3ccccc3)c(C)c12 (stereo not drawn),-1.3
CCCCOc1ccc(C(=O)N(Cc2ccco2)C2CCS(=O)(=O)C2)cc1 (stereo not drawn),-0.4
CC1CCN(C(=O)CCC(=O)Nc2nnc(C(F)(F)F)s2)CC1,0.7
COc1cccc(CN2CCCN(S(=O)(=O)c3ccc(Br)cc3)CC2)c1,0.0
Cc1oc(-c2cccc(Cl)c2)nc1CSc1nc2c(c(=O)[nH]1)CCC2,-0.1
Cc1ccc(Nc2nc(-c3ccc(S(=O)(=O)N4CCCC4)cc3)cs2)cc1C,-2.2

# Reformatted with the structure last: 19 of the compounds above
NR0B1 inh	compound
-3.7	CCOC(=O)CCS(=O)(=O)c1nc(-c2ccccc2)cc(C(F)(F)F)n1
0.7	COc1ccccc1-c1sc2ccccc2c1-c1ccc(C(C)=O)cc1
-0.6	COc1ccc(Cc2nnc(NC(=O)Cc3cccs3)s2)cc1
-2.4	O=C(Cn1cnc2ccccc21)Nc1cccc(S(=O)(=O)N2CCCC2)c1
-1.8	COc1cc(CNc2ccc(O)cc2)cc(Br)c1OCc1ccccc1F
0.3	Cc1cccc(NC(=S)N/N=C/c2cccc([N+](=O)[O-])c2)c1
-0.6	C[C@@H]1CN([C@H](C)CO)C(=O)c2cc(NC(=O)Nc3ccc(F)cc3)ccc2O[C@H]1CN(C)C(=O)Nc1ccc(C(F)(F)F)cc1
1.4	Cc1ccc(Nc2nc(N)nc(-c3oc4ccccc4c3C)n2)cc1
0.6	CN1CCc2cccc3c2[C@@H]1Cc1ccc(O)c(O)c1-3
1.6	COc1cc2cc(C(c3nnnn3C3CCCCC3)N(C)C3CCCCC3)c(=O)[nH]c2cc1OC (stereo not drawn)
0.7	Cc1cc(-c2ccccc2)c2c3c(c(-c4ccccc4)n2n1)c(=O)n(C)c(=O)n3C
-0.8	CC(=O)Nc1ccc(NC(=O)CCCc2ccccc2)cc1
-1.9	CS(=O)(=O)c1ncc(Cl)c(C(=O)Nc2ccc(OC(F)F)cc2)n1
-0.1	Nn1cnnc1SCC(=O)Nc1ccc2c(c1)OCO2
-3.6	CCCCS(=O)(=O)/C=C\C=C/S(=O)(=O)CCCC
0.1	COc1ccc(CCNc2nc(C)c(C(C)=O)s2)cc1OC
1.6	O=c1c(O[C@@H]2O[C@H](CO)[C@@H](O)[C@H](O)[C@H]2O)c(-c2ccc(O)cc2)oc2cc(O)cc(O)c12
0.4	COc1ccc(N2CCN(C(=O)CCN3C(=O)c4ccccc4S3(=O)=O)CC2)cc1
-0.3	CCOC(=O)N1CCc2c(sc3c2C(=O)NC(c2ccccc2)N3)C1 (stereo not drawn)

# Carrying on.
SMILES,NR0B1 inh
COc1ccc(C2C(C(=O)N3CCCCC3)CCC(=O)N2c2cc(OC)c(OC)c(OC)c2)cc1 (stereo not drawn),0.4
CCOc1ccc(/C=C/C(=O)OCC(=O)c2ccccc2OC)cc1OC,-1.1
O=C(Nc1ccc2ncccc2c1)c1ccccc1Br,2.3
CC(=O)c1ccc(NC(=O)Cn2cnc(S(=O)(=O)N3CCCC3)c2)cc1,1.1
CCc1nnc(NC(=O)c2cc(S(=O)(=O)N3CCN(CC)CC3)ccc2Cl)s1,-0.3
COc1ccc(-c2oc3cccnc3c2C#CCO)cc1,0.1
C#CCOCCOCCOCCNc1nc(N2CCN(C(=O)[C@H](Cc3ccc(O)cc3)n3cc([C@@H](N)C(C)CC)nn3)CC2)nc(N2CCN(C(=O)[C@H](CCCCN)n3cc([C@@H](N)CO)nn3)CC2)n1 (stereo partly drawn),0.5
CCc1ccc(-c2cc(C(F)(F)F)n3nc(C(=O)Nc4c(C)nn(Cc5ccccc5C)c4C)cc3n2)s1,1.6
O=C(CC12CC3CC(CC(C3)C1)C2)Nc1c(F)cccc1F,-0.2
CN1CCN(C(=O)CCCN2C(=O)/C(=C/c3ccc(Cl)cc3)SC2=S)CC1,0.2
CC(C)CCOc1ccc(C2(C)NC(=O)N(CN3CCOCC3)C2=O)cc1 (stereo not drawn),0.6
O=[N+]([O-])/C=C\c1ccc(N2CCCC2)c(F)c1,-1.1
Cc1ccc(O)c(N)c1,0.7
CCOc1cc(/C=C2\C(=O)N(c3ccc(C(N)=O)cc3)N=C2C)ccc1OC(=O)c1cccs1,-0.7
CCCCNc1c(-c2ccc(-c3ccc(C(C)=O)cc3)c(OC)c2)nc2cnccn12,-1.3
COc1cccc(C(c2sc3nc(C)nn3c2O)N2CCN(c3ccccc3F)CC2)c1 (stereo not drawn),0.0
CC(/C=C1\SC(=S)N(NC(=O)c2ccc(C)cc2)C1=O)=C\c1ccccc1,-0.4
Cc1sc(NC(=O)c2ccco2)c(CN2CCN(c3ccccn3)CC2)c1C,-0.8
COc1ccc(C(=O)Nc2cc3c4c(c2)CC(=O)N4CCC3)c(OC)c1,0.9
S=C(Nc1ccccc1)Nc1ccc(Cl)cn1,0.6
Cn1c2ccccc2c2c(C(=O)NCC3CCCO3)cn(C3CCCC3)c(=O)c21 (stereo not drawn),0.1
c1ccc2c(c1)oc1c(NCc3ccc4c(c3)OCO4)ncnc12,-1.4
Cc1c(NC2(C#N)CCCC2)c(=O)n(-c2ccccc2)n1C,-0.2
CCn1cc(C(=O)OCC(=O)Nc2c(C)n(C)n(-c3ccccc3)c2=O)c(=O)c2ccc(C)nc21,0.5
O=C(Oc1csc(=S)n1C(=O)c1ccccc1)c1ccccc1,-1.1

# (cont.)
SMILES,NR0B1 inh
Fc1ccc(Br)cc1C1C=C(c2ccc(Br)s2)Nc2ncnn21 (stereo not drawn),0.0
CCCCc1ccc(NC(=O)Nc2cc(C)nn2C)cc1,-1.3
COCCn1c(CN(Cc2ccccc2)Cc2ccccc2)nc2c1c(=O)n(C)c(=O)n2C,0.9
COC(=O)c1ccncc1C(=O)Nc1ccc(F)cc1,0.7
Cc1cc(C2C(C#N)=C(N)SC(N)=C2C#N)c(C)s1,0.3
Cc1cccc(NC(=O)CSCc2cc(=O)n3ccsc3n2)c1C,0.0
CN1C(=O)[C@H]2[C@@H](c3ccc(F)cc3)N3C(=O)c4ccccc4NC(=O)[C@@]3(C)[C@H]2C1=O,-0.4
Cc1cc2[nH]c(=O)c(=O)[nH]c2cc1S(=O)(=O)NC1CCCCC1C (stereo not drawn),0.4
CC(=O)Nc1nc(C)c(-c2csc(Nc3ccc(O)cc3)n2)s1,-1.8
COc1ccc(N(CC(=O)NCc2ccco2)S(=O)(=O)c2ccc(C)cc2)cc1,-0.8
c1ccc2c(C3CCO3)cccc2c1 (stereo not drawn),-1.4
COc1ccccc1N1CCN(C(=O)c2ccc3c(=O)n(Cc4ccc5c(c4)OCO5)c(=O)[nH]c3c2)CC1,0.0
Cc1ccc(NC(=O)c2cc(N3C(=O)C4CC=CCC4C3=O)ccc2N2CCOCC2)cc1Cl (stereo not drawn),-1.3
O=C1CSC(=S)N1/N=C/c1cc(Br)c(O)c(Br)c1,-0.4
CCN(CC)c1ccc2c(C)c(CN3CCOCC3)c(=O)oc2c1,-1.9
CC(=O)O[C@H]1C2OC(=O)C(C)=C2[C@@H]2OC(=O)[C@]3(CCC4OC41C)OC23 (stereo partly drawn),0.2
Cc1ccc(NC(=O)CCN2C(=O)c3ccccc3C2=O)cc1C,0.7
Cn1c(SCC(=O)Nc2ccc(NC(=O)c3ccccc3F)cc2)nnc1-c1ccncc1,0.2
CCOC(=O)c1nc(C)n(-c2ccc(Cl)cc2Cl)n1,-0.1
CCN(CC)S(=O)(=O)c1ccc(S(=O)(=O)N2CCC(C(=O)NC3CCN(Cc4ccccc4)CC3)CC2)cc1,-0.6

# Structural class, the entries above with a nitro group on carbon (four)
SMILES,NR0B1 inh
CC(=O)n1cc(C(C[N+](=O)[O-])SCCN)c2ccccc21 (stereo not drawn),0.9
CCc1cc2c(=O)nc3n(c2s1)Cc1ccccc1/C3=C(/O)c1cccc([N+](=O)[O-])c1,1.1
Cc1cccc(NC(=S)N/N=C/c2cccc([N+](=O)[O-])c2)c1,0.3
O=[N+]([O-])/C=C\c1ccc(N2CCCC2)c(F)c1,-1.1

# Bioassay records deposited in PubChem BioAssay by The Scripps Research Institute Molecular Screening Center.
